Bioassay records from PubChem.
KDM5B inh: Primary screen for KDM5B Histone Demethylases FDH-coupled qHTS; Lysine-specific demethylase 5B (Homo sapiens), Q9UGL1; KDM5B demethylase, FDH-coupled NADH fluorescence (FDH is formaldehyde dehydrogenase); Potency, µM (highest dose often 57.7 µM), for inactives: at the top dose activity change, negative = inhibition, hits mostly inhibitors; actives 2.6% (n = 220,000); active means well fitted inhibition curve with a large enough effect; inconclusive means small, poorly fitted or top-dose-only effect; inactive means no such curve, though single readings can be large or run the other way; further: 0% is about no effect; nearly all actives have a fitted effect of over 70% in size
Target sequence (Q9UGL1 whole entry, looked up): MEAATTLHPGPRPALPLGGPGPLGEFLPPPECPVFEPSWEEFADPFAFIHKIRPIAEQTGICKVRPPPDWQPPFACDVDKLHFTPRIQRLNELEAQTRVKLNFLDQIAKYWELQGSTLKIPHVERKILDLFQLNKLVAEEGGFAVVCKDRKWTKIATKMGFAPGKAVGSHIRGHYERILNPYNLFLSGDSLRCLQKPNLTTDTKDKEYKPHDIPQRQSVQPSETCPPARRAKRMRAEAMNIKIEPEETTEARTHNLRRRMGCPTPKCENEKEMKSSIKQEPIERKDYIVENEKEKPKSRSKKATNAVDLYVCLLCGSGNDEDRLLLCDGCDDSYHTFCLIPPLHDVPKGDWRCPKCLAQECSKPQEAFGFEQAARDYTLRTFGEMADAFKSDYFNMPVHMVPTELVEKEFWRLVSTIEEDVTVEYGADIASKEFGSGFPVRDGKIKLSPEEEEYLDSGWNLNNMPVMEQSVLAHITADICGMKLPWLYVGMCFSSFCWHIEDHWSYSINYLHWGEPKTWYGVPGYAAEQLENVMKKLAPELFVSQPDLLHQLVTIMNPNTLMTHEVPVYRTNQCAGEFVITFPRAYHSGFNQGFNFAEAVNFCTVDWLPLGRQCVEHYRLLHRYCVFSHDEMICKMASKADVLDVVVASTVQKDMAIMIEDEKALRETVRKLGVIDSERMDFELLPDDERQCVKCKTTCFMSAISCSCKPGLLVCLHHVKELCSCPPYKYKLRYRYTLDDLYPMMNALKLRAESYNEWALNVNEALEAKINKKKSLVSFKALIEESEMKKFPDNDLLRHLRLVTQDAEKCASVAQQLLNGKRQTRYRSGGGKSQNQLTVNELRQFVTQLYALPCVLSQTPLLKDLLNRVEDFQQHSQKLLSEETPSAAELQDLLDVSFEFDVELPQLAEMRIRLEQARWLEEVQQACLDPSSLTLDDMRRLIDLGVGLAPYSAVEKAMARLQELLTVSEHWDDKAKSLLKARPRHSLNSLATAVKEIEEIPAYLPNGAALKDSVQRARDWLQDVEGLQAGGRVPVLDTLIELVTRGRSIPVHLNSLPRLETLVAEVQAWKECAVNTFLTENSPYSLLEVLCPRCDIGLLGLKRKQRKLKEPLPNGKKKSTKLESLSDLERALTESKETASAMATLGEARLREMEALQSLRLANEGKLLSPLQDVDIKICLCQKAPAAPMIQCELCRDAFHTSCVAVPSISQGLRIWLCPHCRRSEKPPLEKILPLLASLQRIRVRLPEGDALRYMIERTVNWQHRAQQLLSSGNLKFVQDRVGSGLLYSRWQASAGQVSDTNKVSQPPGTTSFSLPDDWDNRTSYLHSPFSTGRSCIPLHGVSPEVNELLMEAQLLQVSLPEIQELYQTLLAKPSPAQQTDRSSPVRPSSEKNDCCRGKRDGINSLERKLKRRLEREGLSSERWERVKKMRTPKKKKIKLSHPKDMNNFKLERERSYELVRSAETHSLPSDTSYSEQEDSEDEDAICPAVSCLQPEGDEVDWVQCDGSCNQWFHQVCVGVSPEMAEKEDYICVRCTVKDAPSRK
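Measured: NADH fluorescence change, 30 min, RT. System: KDM5BΔAP 200 nM final, H3K4me3 peptide, α-KG, Fe(II), ascorbate, NAD⁺ plus FDH, pH 7.5 HEPES. Compounds: titrated, 10 min pre-incubation with enzyme.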
An asterisk follows results filed as active; i = inactive; ? = inconclusive; ! = repeats disagree; [ ] = remark or other dose. Potency means the concentration at half of the fitted maximal effect.

KDM5B inh,structure
6%,Cc1nn(-c2ccc(C(F)(F)F)cc2)c(C)c1[C@@H]1C=C[C@@H](NC(=O)CC(C)(C)CC(=O)O)C1
-21%,Cc1cc(=O)n(CC(=O)Nc2cc(F)ccc2F)c(-c2ccc(F)cc2)n1
-17%,CCS(=O)(=O)Nc1ccc(C)n(CC(=O)N2CCN(CC(C)C)CC2)c1=O
23%,c1cc(-c2nnn(CCOCCn3nnc(-c4ccncc4)n3)n2)ccn1
-24%,CCCCCNC(=O)CCN(CC)C(=O)c1cc(C)oc1C
-12%,CN1CC(c2ccccc2)CC2(CCN(C(=O)c3ccccc3)CC2)C1 (stereo not drawn)
-10%[86.2 µM],COc1cncc(-c2cc(C(=O)NCc3cccnc3)c3c(c2)N(C)CCO3)c1
12%,CC1(c2ccccc2)NC(=O)N(CC(=O)NCc2ccc3c(c2)OCO3)C1=O (stereo not drawn)

Five compounds from above, arranged by length of the SMILES, largest number first:
KDM5B inh,structure
6%,Cc1nn(-c2ccc(C(F)(F)F)cc2)c(C)c1[C@@H]1C=C[C@@H](NC(=O)CC(C)(C)CC(=O)O)C1
12%,CC1(c2ccccc2)NC(=O)N(CC(=O)NCc2ccc3c(c2)OCO3)C1=O (stereo not drawn)
-21%,Cc1cc(=O)n(CC(=O)Nc2cc(F)ccc2F)c(-c2ccc(F)cc2)n1
-12%,CN1CC(c2ccccc2)CC2(CCN(C(=O)c3ccccc3)CC2)C1 (stereo not drawn)
-24%,CCCCCNC(=O)CCN(CC)C(=O)c1cc(C)oc1C

Later entries
KDM5B inh,structure
-1%[115 µM],CC(C)NC(=O)N1CCC2(CC1)CN(C(=O)c1ccc3[nH]ccc3c1)Cc1ccccc1O2
?,CCN1CCN(C(=O)Cn2c(-c3cccs3)cc3ccccc32)CC1
-17%,COc1ccc(N2CCN(C(=O)Cn3cnc4sc(C)c(S(=O)(=O)N5CCCCC5)c4c3=O)CC2)cc1
8%,CCCC(=O)Nc1cc2c(cc1Sc1ccccc1Cl)n(C)c(=O)n2C
-21%,Cc1ccc(Cl)cc1NC(=O)Cn1c(=O)oc2cc(S(=O)(=O)N3CCCC3)ccc21
-15%,O=C(NC1CCCN(c2cc(-c3ccc(Cl)cc3)[nH]n2)C1)c1ccccn1 (stereo not drawn)
-8%,CN(C)CCNC(=S)NCc1cccs1
5%,Cc1ccc(NC(=O)CCl)cc1C

(further entries)
KDM5B inh,structure
20%,Cc1ccc2sc(-c3ccccc3)nc2c1
-7%,CCOc1ccc(CCNC(=O)c2cc(=O)[nH]c3ccc(S(=O)(=O)N(CC)CC)cc23)cc1OCC
-21%,CC(C)CN(Cc1cc(=O)oc2cc3c(cc12)CCCC3)CC(C)C
14%,Cc1ccc(NC(=O)C[n+]2cc(-c3ccccc3)n3c2CCC3)cc1
-7%,O=C1COc2cc(S(=O)(=O)CCC(=O)N3CCN(C4CCCCC4)CC3)c(Cl)cc2N1
17%,COc1ccccc1N1CC(C(=O)Nc2cc(Cl)ccc2-n2cncn2)CC1=O (stereo not drawn)
-10%,NC(=O)c1cc[nH]c1C1CCCN(C(=O)CCCc2nc3ccccc3s2)C1 (stereo not drawn)
-3%,O=C(NCCN1CCOCC1)c1nn(-c2ccccc2)c(=O)c2ccccc12

(more compounds)
KDM5B inh,structure
32%,Fc1cc(Cl)c(OCc2noc(-c3ccsc3)n2)c(Cl)c1
8%,CCn1nc(C(=O)OCC(=O)Nc2ccc(N3CCOCC3)cc2)c2ccccc2c1=O
?,Cc1cc(C)nc(Sc2nc(Sc3nc(C)cc(C)n3)nc(Sc3nc(C)cc(C)n3)n2)n1
-5%,COc1ccc(C(=O)N/C(=C\c2cn(C)c3ccccc23)C(=O)N2CCOCC2)cc1OC
381%[activator],COc1ccc(-c2csc(N3N=C(C)CC3c3ccc(OC)c(OC)c3)n2)cc1OC (stereo not drawn)
?,CCCOC(=O)c1c(NC(=O)C2c3ccccc3Oc3ccccc32)sc2c1CCC(C)C2 (stereo not drawn)
25%,NC(=O)c1ccccc1NC(=O)CSc1nc2ccccc2c(=O)[nH]1
?,CCCc1cc(=O)oc2cc(C)cc(OC(C)C(=O)NCCCN3CCOCC3)c12 (stereo not drawn)

Additional records
KDM5B inh,structure
10%,Cc1ccc2c(C)cc(SCC(=O)N3CCOCC3)nc2c1
-14%,CCC(=O)N(C1CCOCC1)C1CCN(Cc2cc(OC)cc(OC)c2)CC1
-2%,Cc1nc2ncnn2c(C)c1CCC(=O)Nc1ccc(S(=O)(=O)N2CCCCCC2)cc1
i,Cc1cn2nc(C(=O)NCCc3cccs3)cc2c(N2CCCC2)n1
11%,CCN(C1CCOCC1)C1CN(C(=O)C2CC2)C1
15%,CCc1noc(C)c1C(=O)Nc1ccc(NC(C)=O)cc1
?,CN1c2cc(C(=O)NCc3ccc(F)cc3Cl)ccc2C(=O)N2CCCCC21 (stereo not drawn)
-10%[86.2 µM],CC(C)CS(=O)(=O)Nc1ccc([C@H]2OCC(=O)N(C(C)C)[C@@H]2CO)cc1

The list goes on:
KDM5B inh,structure
-2%,Cc1ccccc1OCCC(=O)Nc1cc(S(=O)(=O)N2CCOCC2)ccc1OC(C)C
28µM*,COc1cccc(C(=O)NCc2nnc3cc(-c4nc(C)no4)ccn23)c1
15%,CC(O)c1cc2n(n1)CCCN(CC(=O)N1CCOc3ccccc31)C2 (stereo not drawn)
?,Cc1nnc2ccc(NCc3ccc(F)cc3)nn12
10%,CCC(C)NC(=O)N1CCC(CCOC)(NS(C)(=O)=O)CC1 (stereo not drawn)
-27%,CCCNC(=O)C1CC(=O)N(c2n[nH]c3cccc(F)c23)C1 (stereo not drawn)
?,Cc1ccc(C(=O)Nc2cccc(C(=O)N/N=C/c3ccc(O)cc3)c2)cc1
38%,COc1ccc(Cl)cc1NC(=O)CN(C)C(=O)c1cc(C)oc1C

Continuation:
KDM5B inh,structure
-5%,Cc1ccc(N2C(=O)CSC23C(=O)N(CC(=O)Nc2ccc(C(C)C)cc2)c2ccccc23)cc1C (stereo not drawn)
8%,COc1ccc(CCNC(=O)CSc2nc(-c3ccc4c(c3)OCO4)ccc2C#N)cc1OC
25µM*!,O=C(Nc1ccccc1)NC1CCN(c2nc3ncccc3o2)CC1
-17%,Cc1ccc(-c2csc(-c3ccccc3N)n2)cc1
8%,Cc1ccc(NC(=O)N[C@H](Cc2ccccc2)C(=O)N2CCOCCNC(=O)CC2)cc1C
40%,CC(O)c1nc2ccccc2n1CCCOc1ccccc1 (stereo not drawn)
-12%,COc1ccc(NC(=O)CN2C(=O)NC3(CCOCC3)C2=O)c(OC)c1
-3%,Cc1[nH]c2ccc(C(=O)OC(C)C(=O)NC3CC3)cc2c1C (stereo not drawn)

(more compounds)
KDM5B inh,structure
-3%,CCN(Cc1cccc(NC(=O)c2ccc(C3SCCCS3)cc2)c1)C(=O)C(F)(F)F
?,N#CC1=C(N)Oc2c(c(=O)[nH]c3ccccc23)C1c1ccccc1Cl (stereo not drawn)
15%,O=C(c1ncccc1F)N1C[C@@H](COCC2CC2)[C@H](c2ccncc2)C1
8%,CC(CNC(=O)c1cc(=O)c2ccccc2o1)N1CCOCC1 (stereo not drawn)
33%,Cn1c(=O)cc(C(=O)NC2CCCc3c2[nH]c2c(Cl)cccc32)c2ccccc21 (stereo not drawn)
-3%,Fc1ccc(N=Cc2ccc[nH]2)cc1
?,COCCCNC(=O)CCN(CCC(C)C)C(=O)c1cc(C)oc1C
-1%,Cn1c(=O)c2c(nc(NC3CCCCC3)n2CC(=O)C23CC4CC(CC(C4)C2)C3)n(C)c1=O

(listing goes on)
KDM5B inh,structure
11%,O=C(NS(=O)(=O)Cc1ccccc1)c1cccc(F)c1
28%,CNC(=O)[C@@H]1C[C@H](Oc2ccccc2)CN1S(=O)(=O)Cc1ccccc1F
-5%,Cc1occc1-c1nnc(SCC(=O)N2c3ccccc3CC2C)o1 (stereo not drawn)
20%,COc1ccc2[nH]c(C)c(CCNC(=O)c3cc4cccc(OC)c4oc3=O)c2c1
-7%,COc1cccc(NC(=O)c2cc(=O)c3cc(C)ccc3o2)c1
-29%,CSc1cccc(NC(=O)C(C)Br)c1 (stereo not drawn)
?,c1cc(N2CCOCC2)ncc1-c1noc([C@@H]2CCCN2)n1
7%,COc1ccccc1N1CCN(C(=O)Cn2ncc3c(=O)oc4ccc(C)cc4c32)CC1

Looked up above:
`COc1ccc(C(=O)N/C(=C\c2cn(C)c3ccccc23)C(=O)N2CCOCC2)cc1OC` | KDM5B inh = -5%
`CNC(=O)[C@@H]1C[C@H](Oc2ccccc2)CN1S(=O)(=O)Cc1ccccc1F` | KDM5B inh = 28%

(list continues)
KDM5B inh,structure
10%,CC(C)c1ccc(C(NC(=O)c2nn(C)c(=O)c3ccccc23)c2cccs2)cc1 (stereo not drawn)
-21%,O=C(NCCCN1CCN(c2ccccc2)CC1)c1ccc2nc(CCc3ccccc3)oc2c1
10%,COc1ccc(NS(=O)(=O)c2ccc(-c3cnc(C4CC4)o3)cc2)cc1OC
-3%,O=C(CN1C(=O)NC(Cc2c[nH]c3ccccc23)C1=O)Nc1cccc(F)c1 (stereo not drawn)
?,CC(=O)c1ccc(S(=O)(=O)N2CCn3cccc3C2c2ccc(F)c(F)c2)cc1 (stereo not drawn)
-14%,COc1ccc(-c2onc(C)c2C)cc1S(=O)(=O)NCCc1ccccc1
12%,CCn1ccc(C(=O)N2C[C@@H](COC)[C@H](c3nc(C4CC4)no3)C2)n1
?,c1ccc(CN2C[C@@H]3CC[C@H](C2)N(Cc2ccc4nsnc4c2)C3)nc1

Next part:
KDM5B inh,structure
-15%,CCOC(=O)c1cnc2c(OC)cccc2c1Nc1ccccc1
11%,c1cc(OCc2nc(-c3ccsc3)no2)cc(-n2cnnn2)c1
?,O=C(CC1C=CCC1)NCc1ccco1 (stereo not drawn)
19%[86.2 µM],COC(=O)CNC(=O)C1CN(c2ccc(F)cc2)C(=O)N1 (stereo not drawn)
-5%,CCCCS(=O)(=O)N1CC(F)(F)C[C@H]1c1nnc(C)o1
-15%,Cc1ccc(-c2nn(Cc3nc(-c4ccccc4)no3)c(=O)c3ccccc23)cc1
12%,CCn1cc(S(=O)(=O)N2CCC3(CC2)CC(OC)CCO3)cn1 (stereo not drawn)
-16%,CC(C)CCN1C[C@@H]2C(=O)N(CCc3ccccc3)C(=O)[C@@H]2C1

The listing continues:
KDM5B inh,structure
-14%,CCOC(=O)c1sc(N)c(C#N)c1CSc1ccc(C)cc1C
-10%[86.2 µM],CN(Cc1ccccc1)Cc1cc(CC2(NCc3ccccc3O)COC2)no1
9%,CCNC(=O)c1cccnc1OC1CCN(C(=O)c2ccnn2C)C1 (stereo not drawn)
-35%,Cc1cc(C(C#N)c2ccc(Cl)cc2)c(Cl)cc1NC(=O)CC(C)(C)C (stereo not drawn)
6%,CCOC(=O)c1cc(S(=O)(=O)Nc2ccc(F)c(Cl)c2)[nH]n1
-8%,CCc1[nH]c2ccc(CNC(=O)C3CC(=O)Nc4ccccc43)cc2c1C (stereo not drawn)
12%,CC(C)CC(=O)N1CCC(NC(=O)Cc2c[nH]c3ccccc23)CC1
-7%,CN(CCCn1cccn1)C(=O)C1C2C(=O)N(c3ccc(F)cc3)C[C@@]23C=C[C@@H]1O3 (stereo partly drawn)

Remaining list, next part:
KDM5B inh,structure
-17%,Cc1cnc(C2CCOCC2)n1C1CCN(C(=O)NCCc2ccccc2)CC1
7%,N#Cc1cnc(Nc2nc3ccccc3o2)nc1-c1ccc(Cl)cc1
-17%,COc1ccc(C(=O)Nc2ccc([C@H]3OCC(=O)N(Cc4cccnc4)[C@@H]3CO)cc2)cc1
-11%,O=C(NCCc1ccccc1)c1nc(-c2ccc3cc[nH]c3c2)no1
3%,CCc1ccccc1NC(=O)CSc1nnc(CC)c(CC)n1
-23%,CCCCn1c(=NC(=O)c2c(-c3c(F)cccc3Cl)noc2C)c(C(=O)OCC)cc2c(=O)n3ccccc3nc21
?,Cc1cc(=O)oc2cc(NC(=O)Cc3ccccc3Cl)ccc12
-1%,CC(=O)c1ccc(NC(=O)c2cc3ncccn3n2)cc1

Remaining list, next part:
KDM5B inh,structure
-18%,O=C(NCc1ccccn1)c1ccc2ccccc2c1
-7%,Cc1ccc(CN(C(=O)c2ccccc2[N+](=O)[O-])c2ccccn2)cc1
-16%,O=C1NC2(CCCC2)NN1c1ccccc1
?,CN(CCN1CCOCC1)C(=O)CC1C(=O)NCCN1Cc1ccccc1F (stereo not drawn)
?,CNC(=O)c1ccc(Nc2nnc(-c3ccc(C)c(S(=O)(=O)N(C)C)c3)c3ccccc23)cc1
-8%,CCCn1nc(C(=O)Nc2cc(S(=O)(=O)N(C)C)ccc2OC)c2ccccc2c1=O
?,CCN(C(=O)c1cc2cc3ccc(OC)cc3nc2o1)c1cccc(C)c1
8%[115 µM],O=C(c1ccccn1)N1CCn2c(nn(-c3ccc(Cl)cc3)c2=O)C1

Continued (3 carried over from the part before).
KDM5B inh,structure
-8%,CCCn1nc(C(=O)Nc2cc(S(=O)(=O)N(C)C)ccc2OC)c2ccccc2c1=O
?,CCN(C(=O)c1cc2cc3ccc(OC)cc3nc2o1)c1cccc(C)c1
8%[115 µM],O=C(c1ccccn1)N1CCn2c(nn(-c3ccc(Cl)cc3)c2=O)C1
?,Cc1oc2c(c1C(=O)NC1CCN(C)CC1)CN(Cc1ccc(F)cc1)CC2
-16%,O=C(CN1C(=O)COc2ccc(C(=O)COc3cccc(F)c3)cc21)NCc1ccc2c(c1)OCO2
-23%,O=C(Cn1c(=O)n(Cc2ccccc2)c(=O)c2oc3ccccc3c21)Nc1ccc(Cl)cc1
0%,Cc1ccc(CN2CCC3(CNc4ccccc4[S+](=O)([O-])N3)C2)cc1 (stereo not drawn)
13%,CC(=C\C(=O)O)/C(=C\c1ccc(Br)cc1)C(=O)O

This is a subset; the hit share may differ from the screen's.
